Screening results from PubChem BioAssay.
PMI act satM6P: activators of human phosphomannose isomerase at near-saturating mannose 6-phosphate | coupled PMI enzyme assay, resazurin fluorescence, 20 min; hits give high values; 1 = untreated enzyme, 0 = substrate-free blank | activation factor at 20 µM | 190,000 tested, 0.34% active;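 active = activation factor of 2 or more at 20 µM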
Target sequence (P34949 whole entry, looked up): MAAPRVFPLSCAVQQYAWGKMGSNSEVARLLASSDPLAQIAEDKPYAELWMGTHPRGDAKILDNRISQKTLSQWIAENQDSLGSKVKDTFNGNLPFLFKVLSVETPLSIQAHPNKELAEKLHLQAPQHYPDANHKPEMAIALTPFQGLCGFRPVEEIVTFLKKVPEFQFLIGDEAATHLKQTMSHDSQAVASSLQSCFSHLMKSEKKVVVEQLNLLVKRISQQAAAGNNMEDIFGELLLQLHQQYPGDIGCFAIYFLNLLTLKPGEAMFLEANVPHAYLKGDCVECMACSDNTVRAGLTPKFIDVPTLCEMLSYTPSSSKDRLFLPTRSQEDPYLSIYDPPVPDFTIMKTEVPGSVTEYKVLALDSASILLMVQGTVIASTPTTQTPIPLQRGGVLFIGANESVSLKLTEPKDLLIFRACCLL
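Test system: human PMI in coupled enzyme assay; Input: PMI at 15 ng/mL final; Medium: HEPES buffer, pH 7.4; Schedule: 20 min incubation at room temperature; Technique: resorufin fluorescence at Ex 544/Em 590 nm; Compound: 20 µM single dose; Probe or stimulus: Near-saturating mannose-6-phosphate, 1.0 mM.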
Diaphorase inh: inhibits diaphorase or chemically oxidizes, flagging diaphorase assay artifacts; diaphorase resazurin-to-resorufin fluorescence, NADH, 16 min; bacterial (C. kluyveri) enzyme, not human; inhibition, % at 20 µM; 190,000 tested, 0.69% active;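 active = primary screen inhibition at 20 µM above a set limit, cut at about 50% in these data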;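 note: plate controls were DMSO with full reaction for no effect and wells lacking NADH for full effect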
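Detection: fluorescence of resorufin formed from resazurin, Ex 544/Em 590 nm; test system: Clostridium kluyveri diaphorase enzyme; amount: 0.14 U/mL diaphorase, enzyme working solution; times: 16-min room-temperature incubation before reading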
TLR4 MyD88 comp: TLR4-MyD88 interaction inhibition in cells; HeLa CL3-4 TLR4/MyD88 BLA complementation, FRET ratio; inhibition, % at 8.4 µM; 200,000 tested, 0.18% active; AID 861; in the data active = inhibition above about 25%;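 note: 0% = vehicle and 100% = reference inhibitor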
G6PDH CS: L. mesenteroides G6PDH inhibition counter-screen; 200,000 tested, 0.12% active; AID 1020; Purified L. mesenteroides G6PDH, diaphorase/resazurin coupled fluorescence, 45 min; inhibition, % at 5 µM
PMI act: increases human mannose-6-phosphate isomerase activity; purified human PMI, coupled resazurin fluorescence, 20 min; hits give high values; 1 = vehicle control, 0 substrate-free wells; activation factor at 20 µM; 190,000 tested, 0.005% active;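 active = activation factor of 2 or more at 20 µM, relative to plate controls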
RAM inhibit: inhibitors of the yeast RAM network | S. cerevisiae dse1pr::URA3 reporter, 5-FOA growth OD615, 2 d; analog-sensitive cbk1-as2 kinase mutant strain | inhibition, % at 50 µM | 190,000 tested, 1.8% active;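 active = inhibition above a set limit, 3 SD over mean compound inhibition, cut at about 8.4% in these data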;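 note: 0% = DMSO-only wells with no growth and 100% = 10 µM 1-NA-PP1 full growth; inhibition rescues growth on 5-FOA so higher OD means more RAM inhibition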
Redox H2O2 prof: compounds producing H2O2 with reducing agent – biochemical, NIH compound library profiling, artefact control for MLSCN library redox annotation, primary screen; DTT-dependent redox cycling H2O2, phenol red/HRP absorbance; 100% = 100 µM peroxide control, 0% = buffer; activation, % at 10 µM; 200,000 tested, 0.03% active; AID 878;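 active = activation of at least 50% relative to the plate's high and low controls in the primary single-dose screen; inactive = activation below 50%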;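 note: compound incubated with DTT at 0.8 mM final as the reducing agent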
Lmaj promast: reduces viability of Leishmania major promastigotes. resazurin fluorescence viability. inhibition, % at 10 µM. 200,000 tested, 9% active. AID 1063;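 note: promastigotes grown with compound for 44 hours at 28 °C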
Diaph act CS: counter-screen for diaphorase-based assays: diaphorase activators and chemical reducers; AID 1229; activation factor at 20 µM; Diaphorase/resazurin coupled assay, resorufin fluorescence, 16 min; hits give high values; 1 = vehicle wells, 0 = NADH-free wells; 190,000 tested, 0.005% active;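 active = diaphorase activity raised at least twofold by the compound at 20 µM; inactive = activation factor below 2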
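Material: Clostridium kluyveri diaphorase, purified enzyme; Quantity: enzyme 0.07 U/mL final; Medium: HEPES pH 7.4 buffer with MgCl2 and Tween 20; Dosing: single compound dose of 20 µM, 1% DMSO final; Schedule: 16 min reaction at room temperature; Measured by: red resorufin fluorescence at 544/590 nm excitation/emission.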
S1P3 antagonist: S1P3 (human) receptor antagonism; Q99500; CHO S1P3 NFAT-BLA reporter, FRET fluorescence, antagonist mode; inhibition, % at 4.98 µM; 170,000 tested, 0.27% active; AID 485;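 active = inhibition above the plate cutoff, the mean inhibition of test wells on that plate plus 3 SD, cut at about 28% in these data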;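 note: cells challenged with S1P at its EC80 of 0.8 µM; blue over green emission ratio from cleaved BLA substrate after 4 h stimulation; 0% = S1P-stimulated wells and 100% = unstimulated DMSO-only wells; some compounds past the cut are filed as inactive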
Target sequence (Q99500 whole entry, looked up): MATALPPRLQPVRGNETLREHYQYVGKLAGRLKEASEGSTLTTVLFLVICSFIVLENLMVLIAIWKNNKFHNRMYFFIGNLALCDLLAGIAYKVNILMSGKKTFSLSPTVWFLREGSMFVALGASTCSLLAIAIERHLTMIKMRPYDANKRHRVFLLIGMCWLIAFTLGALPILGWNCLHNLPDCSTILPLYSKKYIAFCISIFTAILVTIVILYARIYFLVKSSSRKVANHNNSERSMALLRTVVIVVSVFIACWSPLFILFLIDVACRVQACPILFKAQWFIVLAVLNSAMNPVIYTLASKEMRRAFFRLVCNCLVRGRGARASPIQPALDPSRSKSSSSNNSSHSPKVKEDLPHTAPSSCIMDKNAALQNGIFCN
Hsp70 activator: switches on Hsp70 transcription; 200,000 tested, 0.04% active; activation, % at 10 µM; HeLa Hsp70 promoter luciferase reporter, luminescence; scaled: vehicle 0, proteasome-inhibitor control 100%;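 active = activation above the mean across all tested compounds plus 3 SD, cutoff set per campaign, cut at about 5.5% in these data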;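 note: 100% = MG132 at 30 µM as the positive control and 0% = DMSO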
The depositor's hits bear a star; x = not tested or not shown. Cut-off read from the data, not from the text of the source, unless noted: active = inhibition above about 50%; inactive = the rest.

SMILES	PMI act satM6P	Diaphorase inh	TLR4 MyD88 comp	G6PDH CS	PMI act	RAM inhibit	Redox H2O2 prof	Lmaj promast	Diaph act CS	S1P3 antagonist	Hsp70 activator
CC(C)CCN1CC(C(=O)NCCC2=CCCCC2)CC1=O (stereo not drawn)	1.1	2.6	-1.0	9.0	1.1	0.7	1.9	-6.1	1	-60.1	0.0
COC(=O)c1ccc(CC(=O)c2nc3ccccc3s2)cc1	0.8	17.8	-6.3	-18.5	1	2.4	-0.3	-8.0	0.8	-4.6	-0.5
CCn1cc(C(=O)Nc2cccc(C)c2)c(=O)c2ccc(C)nc21	1.1	-0.1	0.1	8.9	1.1	2.2	0.0	8.8	1	0.0	0.2
Cc1ccc(C2CC(=O)NC(SCCC(C)C)=C2C#N)cc1 (stereo not drawn)	0.7	23.9	2.2	11.5	0.8	3.7	0.3	5.4	0.8	-13.7	0.0
CCN(CC)C(=O)Cn1nnc(-c2ccc(C)o2)n1	1.2	9.8	-9.9	8.9	1.1	0.2	1.9	-4.4	0.9	8.9	-0.3
CCOC(=O)N1CCN(c2nc(-c3ccc(F)cc3)cs2)CC1	0.8	19.4	15.1	-23.0	0.8	0.7	0.5	-11.0	0.8	9.3	-0.3
O=C(NC(=S)NCCC1=CCCCC1)c1cccnc1	0.9	15.9	16.1	12.6	0.9	0.0	-0.4	-3.9	0.8	-1.2	-0.3
O=C(COC(=O)Cc1ccc(S(=O)(=O)N2CCOCC2)s1)Nc1ccc2c(c1)OCO2	1.1	-3.3	1.1	6.4	1	2.5	0.5	0.6	1	x	-0.2
CCC(C)Oc1nc2ccccc2nc1NS(=O)(=O)c1ccccc1 (stereo not drawn)	1.1	1.0	-6.9	6.8	1.1	3.4	0.0	-6.9	1	x	-0.5
O=C(C1=C[C@H](c2ccccc2)C[C@H](OCc2ccc(CO)cc2)O1)N1CCN(Cc2ccc3c(c2)OCO3)CC1	0.9	22.4	-5.8	18.3	0.9	0.5	-0.5	30.2	0.8	13.2	-0.1

Reformatted with values under each structure: entries from further up
Values run as follows: PMI act satM6P, Diaphorase inh, TLR4 MyD88 comp, G6PDH CS, PMI act, RAM inhibit, Redox H2O2 prof, Lmaj promast, Diaph act CS, S1P3 antagonist, Hsp70 activator
> CCn1cc(C(=O)Nc2cccc(C)c2)c(=O)c2ccc(C)nc21
→ 1.1, -0.1, 0.1, 8.9, 1.1, 2.2, 0.0, 8.8, 1, 0.0, 0.2
> Cc1ccc(C2CC(=O)NC(SCCC(C)C)=C2C#N)cc1 (stereo not drawn)
→ 0.7, 23.9, 2.2, 11.5, 0.8, 3.7, 0.3, 5.4, 0.8, -13.7, 0.0
> CCN(CC)C(=O)Cn1nnc(-c2ccc(C)o2)n1
→ 1.2, 9.8, -9.9, 8.9, 1.1, 0.2, 1.9, -4.4, 0.9, 8.9, -0.3
> CCOC(=O)N1CCN(c2nc(-c3ccc(F)cc3)cs2)CC1
→ 0.8, 19.4, 15.1, -23.0, 0.8, 0.7, 0.5, -11.0, 0.8, 9.3, -0.3
> O=C(NC(=S)NCCC1=CCCCC1)c1cccnc1
→ 0.9, 15.9, 16.1, 12.6, 0.9, 0.0, -0.4, -3.9, 0.8, -1.2, -0.3
> O=C(COC(=O)Cc1ccc(S(=O)(=O)N2CCOCC2)s1)Nc1ccc2c(c1)OCO2
→ 1.1, -3.3, 1.1, 6.4, 1, 2.5, 0.5, 0.6, 1, x, -0.2
> CCC(C)Oc1nc2ccccc2nc1NS(=O)(=O)c1ccccc1 (stereo not drawn)
→ 1.1, 1.0, -6.9, 6.8, 1.1, 3.4, 0.0, -6.9, 1, x, -0.5
> O=C(C1=C[C@H](c2ccccc2)C[C@H](OCc2ccc(CO)cc2)O1)N1CCN(Cc2ccc3c(c2)OCO3)CC1
→ 0.9, 22.4, -5.8, 18.3, 0.9, 0.5, -0.5, 30.2, 0.8, 13.2, -0.1

(continued)
SMILES	PMI act satM6P	Diaphorase inh	TLR4 MyD88 comp	G6PDH CS	PMI act	RAM inhibit	Redox H2O2 prof	Lmaj promast	Diaph act CS	S1P3 antagonist	Hsp70 activator
O=S(=O)(c1cnccc1N1CCN(/N=C/c2ccccc2)CC1)N1CCCCC1	0.9	20.1	1.2	4.2	0.8	-0.3	2.0	50.4*	0.8	x	-0.3
COc1ccc2c(c1OC)C(=O)N1N=C(c3ccc(Br)cc3)CC21 (stereo not drawn)	0.9	1.0	4.3	-0.6	0.8	0.0	0.1	17.5	1	-12.8	-0.2
CCN1C(=O)/C(=C\c2ccncc2)SC1=Nc1ccc(C)c(C)c1	0.9	10.1	10.8	10.7	0.9	-0.4	0.1	51.9*	0.9	2.4	-0.5
C=CCNC(=O)COc1ccc(S(=O)(=O)Nc2ccc(OCC)cc2)cc1	0.9	7.0	-1.4	8.3	0.9	0.5	0.5	59.9*	0.9	-2.4	-0.3
COC(=O)c1ccccc1NC(=O)/C=N/O	1	10.8	-4.5	-0.9	1	-0.4	0.0	-6.7	0.9	x	0.7
COc1cc(OC)c2c(C)c(Cl)c(=O)oc2c1	1	-1.5	-5.6	5.6	1	3.4	-0.2	2.2	1	-2.4	-0.4
Cc1ccc(/C=N/NC(=O)CN(Cc2ccccc2)S(=O)(=O)c2ccc3c(c2)OCCO3)cc1	0.9	14.7	10.4	-20.5	0.8	-0.9	-0.3	95.3*	0.9	5.8	-0.2
COCCNC(=S)N/N=C(\C)c1ccc(-n2ccnc2)cc1	1	9.6	10.5	-1.0	0.9	-0.1	-0.1	3.9	0.9	x	-0.4
COc1ccc(C(=O)/C=C/c2ccc(OC)c(COc3ccccc3F)c2)cc1	1	8.7	-3.9	-19.4	0.9	18.8*	0.8	44.9	0.9	8.7	-0.1
COc1ccc([N+](=O)[O-])cc1NC(=O)COC(C)=O	1	4.0	-0.7	10.0	1	0.4	-0.3	-5.4	1	0.6	0.1
Cc1cccc(NC(=O)C2Cc3ccccc3CN2C(=O)OCc2ccccc2)c1C (stereo not drawn)	0.9	20.0	3.1	17.2	0.8	2.3	-0.8	98.2*	0.8	-14.5	-0.1
COc1ccc(-c2nnn(CC#N)n2)cc1OC	1	8.8	0.2	-4.5	1	0.9	-0.1	-5.6	0.9	x	-0.2
Cc1ccc(Cc2nc(-c3cccc(C)c3)no2)cc1	0.9	15.0	-3.6	-1.4	0.9	0.8	0.9	-3.7	0.8	19.1	-0.2
Cc1cc(C(=O)COC(=O)c2ccc[nH]c2=O)c(C)n1-c1ccc(F)cc1	1	5.6	-0.9	0.7	0.9	-1.0	-0.3	69.5*	0.9	-4.1	-0.3
Clc1ccc(-c2cc(-c3nnc4n3CCCCC4)c3ccccc3n2)cc1	1.1	11.9	-14.3	-26.0	0.9	7.1	0.4	-2.8	0.9	19.1	-0.2
C#CCNC(=O)C1=C[C@H](c2coc3ccccc3c2=O)[C@@H](CCCO)[C@H](OCC)O1	0.9	15.9	-5.1	9.3	0.9	0.0	-1.1	-4.0	0.8	-18.0	-0.1
CNc1cc(N2CCCC2)ccc1[N+](=O)[O-]	0.6	29.2	-3.6	0.4	0.8	3.2	1.4	-0.1	0.7	6.4	0.5
O=C(NNC(=O)C12CC3CC(CC(C3)C1)C2)c1cnccn1	1	11.2	-7.8	6.1	0.8	1.2	0.0	88.7*	0.9	-12.1	-0.5
c1ccc(-c2nc(NCCCn3ccnc3)c3ccccc3n2)cc1	0.9	-14.5	11.9	0.6	0.9	1.7	-0.5	53.8*	1.1	-5.2	0.0
Cc1onc(-c2ccccc2)c1C(=O)Nc1sc2c(c1C#N)CCC(C)C2 (stereo not drawn)	0.9	20.8	-9.3	-0.7	0.8	3.5	-0.5	11.2	0.8	x	-0.1
COc1ccc(Cc2nn3c(-c4ccccc4OC)nnc3s2)cc1	0.9	25.5	3.5	-1.3	0.9	3.0	-1.5	-4.4	0.7	4.0	0.3
Oc1ccc(-c2csc(-c3ccccc3)n2)cc1O	0.7	71.3*	3.1	19.4	0.4	-1.8	-5.8	58.7*	0.3	x	-0.4
Cc1cccc(C)c1N1CCN(C(=O)N2CCCCC2)CC1	2*	10.2	2.9	8.3	1.6	-0.9	-0.3	-1.6	0.9	-5.8	1.2
COc1ccccc1C(=O)Nc1ccc(C(=O)/C=C/c2cccs2)cc1	0.9	19.1	-3.9	-11.8	0.8	4.7	0.6	18.7	0.8	-9.8	-0.4
CCCc1cc(=O)oc2c(C)c(OCC(=O)c3ccc(N4CCCC4)cc3)ccc12	1.4	-15.7	2.8	-2.1	1.3	3.1	-0.5	10.6	1.2	x	0.0
CC(C)CNC(=O)c1coc(=O)c(Br)c1	0.9	18.7	-2.2	-1.4	0.9	0.8	-0.1	10.8	0.8	x	0.7
CSc1nc(C)cc(-n2ccc(=O)[nH]c2=O)n1	1.1	3.0	1.0	3.8	1.1	2.2	-1.3	-3.3	1	4.5	0.1
COc1ccccc1C(=O)Nc1cccnc1	1	3.0	-9.0	4.1	1	-0.1	0.4	2.1	1	3.9	0.6
Cc1cc2oc(=O)cc(CN3CCN(Cc4ccc5c(c4)OCO5)CC3)c2cc1C	0.9	18.9	11.4	-1.2	1	1.5	0.4	94.4*	0.8	9.4	-0.2
COc1ccc(NC(=O)c2ccccc2NS(=O)(=O)c2ccc(C)cc2)c([N+](=O)[O-])c1	1	23.7	2.5	1.4	1	3.2	0.0	0.2	0.8	-3.4	-0.3
COc1ccc(C(=S)Nc2ccc(C)cc2)cc1	1	14.2	1.1	2.4	0.9	1.6	-7.1	-2.3	0.9	x	-0.1
O=C(Nc1ccc(F)cc1)NC1CCCCC1	1.1	-3.1	-9.1	7.4	1	1.2	-1.1	1.2	1	x	-0.5
Cc1c(-c2ccccc2)oc2nc3c(c(=O)n(C)c(=O)n3C)n12	1	-4.0	x	1.2	1	x	x	x	1	10.2	x
CC(C(=O)Nc1cccc([N+](=O)[O-])c1)N1CCN(C/C=C/c2ccccc2)CC1 (stereo not drawn)	0.9	8.3	7.0	14.5	0.9	1.8	0.2	81.5*	0.9	9.8	-0.2
CN(C)C(CNS(=O)(=O)c1ccc(Cl)cc1)c1cccnc1 (stereo not drawn)	1	-2.3	-2.3	-1.5	0.9	1.4	0.0	1.2	1	x	-0.1
Cc1ccsc1C(=O)NNC(=O)C1CCCCC1C(=O)O (stereo not drawn)	1	2.8	6.3	4.2	1	2.3	-1.0	-1.8	1	x	0.1
